miR-122 sensor = blocks miR-122 activity in Huh7 sensor cells. Huh7 miR-122 Renilla luciferase sensor, 48 h; neutral wells = 0, positive control = 100. activation (reporter increase), % at 12.5 µM. 340,000 compounds, 0.3% hits. AID 602342;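 active = mean replicate activation score at least 90 and every replicate individually at or above 90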;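 also: higher luciferase means less miR-122 activity so hits act as miR-122 inhibitors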
esBAF inh = blocks esBAF chromatin remodeling in mouse ES cells; Bmi1-luciferase knock-in reporter, 24 h; 100% = twice the neutral-well signal; reporter increase, % at 12.5 µM; 350,000 compounds, 2% hits; in the data active = activation above about 40%;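 also: 0% = median of the plate's neutral control wells and 100% = double that signal; a rise in the Bmi1 reporter signal indicates esBAF inhibition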
ARNT TACC3 PPI = ARNT/TACC3 interaction disruption | AID 623870 | 390,000 compounds, 0.66% hits | inhibition, % at 9.99 µM | AlphaScreen His-ARNT PAS-B/GST-TACC3 binding, luminescence; TACC3 fragment carries E629A point mutation;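 active = mean inhibition of replicates at least 50% and at least half of replicates each reaching 50%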;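 also: 0% = complete ARNT plus TACC3 wells and 100% = ARNT alone without TACC3; many hits fall short of the cut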
SIRT5 block = blocks human SIRT5 desuccinylation of peptide. Purified SirT5, succinyl-peptide AMC, trypsin-coupled fluorescence. Q9NXA8. 330,000 compounds, 1.1% hits. inhibition, % at 15 µM; in the data active = inhibition above about 15%
Target sequence (Q9NXA8 whole entry, looked up): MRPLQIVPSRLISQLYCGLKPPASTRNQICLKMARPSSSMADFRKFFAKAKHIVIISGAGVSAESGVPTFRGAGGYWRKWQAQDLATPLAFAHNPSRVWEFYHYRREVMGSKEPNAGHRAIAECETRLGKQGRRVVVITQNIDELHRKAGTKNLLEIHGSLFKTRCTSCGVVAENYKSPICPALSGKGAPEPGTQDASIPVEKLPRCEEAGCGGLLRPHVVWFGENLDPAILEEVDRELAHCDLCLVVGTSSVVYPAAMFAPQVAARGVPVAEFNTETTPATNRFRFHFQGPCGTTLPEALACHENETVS
Cneo AK release = Cryptococcus neoformans lysis via adenylate kinase release; 360,000 compounds, 0.2% hits; C. neoformans lysis, adenylate kinase release luminescence, 4 h; normalised: neutral wells 0, clomiphene wells 100; AID 651654; lysis activity, % at 15 µM;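 active = mean lysis activity across replicates of at least 80%, whatever share of replicates individually reach that level; inactive = mean lysis activity below 80%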
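Schedule: static 4 h at 37 °C with compound, 1 h detection; system: C. neoformans cells; benchmarks: Clomiphene as positive control; buffer or medium: fresh YPD medium; measure: luminescence rise reflecting yeast cell lysis; measured by: luminescent adenylate kinase detection reagent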
ERp5 inh = inhibitors of human ERp5 | Q15084 | ERp5 insulin aggregation, absorbance 650 nm, 90 min | inhibition, % at 9.99 µM | 350,000 compounds, 0.05% hits | AID 651711;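 active = mean replicate inhibition above about 25%, with every replicate also reaching it, limit read from the data, passing the limit was not always enough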
Target sequence (Q15084 whole entry, looked up): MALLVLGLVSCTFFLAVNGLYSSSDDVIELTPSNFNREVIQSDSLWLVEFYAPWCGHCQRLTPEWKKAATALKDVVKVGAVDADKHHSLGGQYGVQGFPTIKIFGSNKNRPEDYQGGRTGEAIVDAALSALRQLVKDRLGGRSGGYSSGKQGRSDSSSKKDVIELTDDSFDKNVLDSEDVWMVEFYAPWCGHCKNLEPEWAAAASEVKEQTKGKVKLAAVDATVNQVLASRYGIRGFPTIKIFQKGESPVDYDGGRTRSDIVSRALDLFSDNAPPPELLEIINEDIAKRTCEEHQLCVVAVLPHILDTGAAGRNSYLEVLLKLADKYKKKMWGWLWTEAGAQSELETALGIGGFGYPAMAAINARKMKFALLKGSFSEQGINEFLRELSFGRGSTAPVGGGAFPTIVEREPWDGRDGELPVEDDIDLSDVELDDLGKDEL
C2C12 statin = protects C2C12 myotubes from simvastatin toxicity. ATP luminescence, 48 h; scaled: DMSO 0, geranylgeraniol control 100. rescue of ATP level, % at 7.49 µM. 330,000 compounds, 0.78% hits. AID 602340;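 active = mean ATP rescue above about 67%, or every replicate alone reaching that limit, limit read from the data, passing the limit was not always enough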;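 also: myotubes were challenged with 10 µM simvastatin during compound exposure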
The depositor's hits bear a star; nt = not tested or not shown; [ ] = dose if it differs, or a comment.

SMILES	miR-122 sensor	esBAF inh	ARNT TACC3 PPI	SIRT5 block	Cneo AK release	ERp5 inh	C2C12 statin
CC(C)C(C(=O)Nc1nccs1)c1ccc(Cl)cc1 (configuration not stated)	-29	0	-5	-1	3	-10	-8
O=C(CSc1ccccn1)c1ccc2c(c1)OCO2	-4	51*	-2	nt	-3	nt	-2
CCOc1cc(CNCCO)cc(Br)c1OCc1cccs1	-8	nt	0	-1	nt	4	nt
COc1ccc(S(=O)(=O)Nc2cccc3c2O[C@@H](CN(C)Cc2ccc(-c4ccccc4)cc2)[C@@H](C)CN([C@@H](C)CO)C3=O)cc1	17[16.7 µM]	3	10	15	0	-4	25
O=S(=O)(c1ccc2c(c1)nc1n2CCC1)N1CCOCC1	-3	-1	2	nt	-2	nt	-8
CC(=O)N1C[C@H]2[C@@H](c3ccccc31)[C@@H](CO)N2C(=O)c1ccc(F)cc1	25[16.7 µM]	2	4	-1	-1	1	4
CC(N)c1csc(Nc2nncc3ccccc23)n1 (configuration not stated)	-5	11	nt	2	-8	-5	26
CC(C)=CCC(C)(C)C1OCCN1C(=O)Nc1ccccc1 (configuration not stated)	-6	1	-2	nt	-1	nt	1
CCc1nc2ccccc2c2nc3ccccc3n12	2	21	-17	nt	0	nt	-4
COC1=C/C(=C/c2c(N)n3nc(CC(=O)N4CCCC4)sc3nc2=O)C=CC1=O	-1	-1	-5	30*	-3	-1	4
CCCOc1ccc(F)cc1-c1cc(C(=O)Nc2ccc(OC)cc2C)[nH]n1	-3	-3	nt	nt	2	0	-1
COc1cccc(CNC(=O)[C@H]2[C@H](CO)[C@H]3Cn4c(ccc(C5=CCCCC5)c4=O)[C@@H]2N3)c1	5[16.7 µM]	1	-2	-28	3	5	-14
O=C(O)CNC(=O)CC12CC3CC(CC(C3)C1)C2	2	-10	0	nt	2	nt	-29
COC(=O)Nc1ccc(S(=O)(=O)N2CCCC(C(=O)NCC3CCCO3)C2)cc1 (configuration not stated)	0	-1	8	-1	1	-6	-1
CN1C(=O)c2cc(NC(=O)c3ccc(F)cc3)ccc2OC[C@H]2O[C@@H](CC(=O)NCC3CCCCC3)CC[C@H]21	1[16.7 µM]	3	-8	2	0	-4	0
N#CCCn1cc(C(=O)NCc2ccccc2)c(-c2cccs2)n1	1	-6	3	-3	2	-2	5
COc1ccc(NC(=O)Nc2ccc3c(c2)C(=O)N([C@H](C)CO)C[C@H](C)[C@@H](CN(C)Cc2ccncc2)O3)cc1	-1[16.7 µM]	8	-8	-3	-1	-2	15
Cn1ccnc1SCC(=O)Nc1nc2ccccc2s1	nt	nt	20	2	nt	5	nt
CC(C)(C)c1ccc(C(=O)NNC(=O)c2ccccc2Br)cc1	nt	25	-14	nt	6	nt	-2
Cc1ccccc1NC(=O)Nc1cc(-c2ccccc2)nn1C	0	10	9	0	nt	-4	-3
Cc1ccccc1C(=O)NNC(=O)C12CC3CC(CC(C3)C1)C2	nt	nt	13	1	nt	-2	nt
COc1ccc(CN(C)C[C@H]2Oc3c(NS(=O)(=O)c4ccccc4)cccc3C(=O)N([C@@H](C)CO)C[C@@H]2C)cc1	23[16.7 µM]	10	-7	0	-1	-3	15
O=C(C[C@@H]1C[C@@H]2c3cc(NC(=O)C4CCC4)ccc3O[C@@H]2[C@@H](CO)O1)NCc1ccc2c(c1)OCO2	-3[16.7 µM]	-1	-6	3	-7	-8	-7
CCC(=O)N[C@H]1C=C[C@H](CC(=O)NCC2CCCCC2)O[C@H]1CO	-4[16.7 µM]	3	-7	-11	2	10	3
C[C@@H]1CN([C@@H](C)CO)C(=O)c2cccc(NC(=O)c3nc4ccccc4s3)c2O[C@@H]1CN(C)Cc1ccc(-c2ccccc2)cc1	5[16.7 µM]	4	-5	3	1	-9	nt
SMILES	miR-122 sensor	esBAF inh	ARNT TACC3 PPI	SIRT5 block	Cneo AK release	ERp5 inh	C2C12 statin
N#CCCn1cc(C(CC(=O)c2ccc(Br)cc2)C(=O)O)c2ccccc21 (configuration not stated)	6	-48	-8	nt	4	nt	2
C=C(C)C(=O)N1CC2(CC(c3cccc(NC(=O)/C(C)=C\C)c3)=NO2)C[C@H]1C(N)=O (some centres not stated)	2	5	1	nt	3	1	1
COc1ccccc1C(=O)N1C[C@H]2[C@@H](c3ccccc31)[C@@H](CO)N2C(=O)Cc1ccccc1	43[16.7 µM]	-15	-5	10	101*	21	-24
CN1CCN(Cc2ccc(OCc3ccccc3)cc2)CC1	-6	7	-1	nt	0	nt	nt
CCCC#Cc1ccc2c(c1)O[C@@H](CN(C)C(=O)c1ccncc1)[C@@H](C)CN([C@@H](C)CO)S2(=O)=O	-14[16.7 µM]	-1	nt	-1	3	-2	18
CCOc1c2ccc(C(=O)N[C@H](C)C3CCCCC3)cc2nn1CCOC	11	2	-14	-17	0	-7	24
COc1ccc2oc(C(=O)OC(C)C(=O)N3C(C)CCCC3C)c(C)c2c1 (configuration not stated)	-14	25	nt	-10	nt	0	8
Cc1ccc(-c2nnn(CC(=O)N(Cc3ccco3)C(C(=O)NC(C)(C)C)c3cccs3)n2)o1 (configuration not stated)	5	-1	-8	nt	1	nt	-3
Cc1ccc(C)c(NC(=S)NNC(=O)c2csc3c2CCCC3)c1	17	11	15	nt	4	nt	-5
COc1ccc(-c2oc3cccnc3c2C#CCO)cc1	nt	1	-3	nt	5	nt	-3
CCOc1ccc(S(=O)(=O)Nc2cccnc2)cc1	3	-8	-3	nt	0	nt	-4
C[C@H](CO)N1C[C@H](C)[C@@H](CN(C)C(=O)Nc2ccc(C(F)(F)F)cc2)Oc2ccc(NS(=O)(=O)c3ccc(Cl)cc3)cc2CC1=O	4[16.7 µM]	4	4	2	0	3	-27
O=C(Nc1nc(-c2ccccc2)cs1)c1cccc([N+](=O)[O-])c1	1	61*	11	nt	14	nt	-17
CC(C)CC#Cc1cnc2c(c1)C(=O)N([C@@H](C)CO)C[C@H](C)[C@@H](CN(C)C(=O)c1ccc3c(c1)OCO3)O2	4[16.7 µM]	1	-1	2	1	-2	7
CCNC(=O)C[C@H]1CC[C@H]2[C@@H](COC[C@H](O)CN2Cc2ccc(Cl)c(Cl)c2)O1	0[16.7 µM]	3	10	-3	-5	1	25
CCCCn1nnc(NC(=O)c2ccc(-c3ccccc3)cc2)n1	-5	17	-11	nt	15	nt	nt
Cc1cccc(C)c1NC(=O)COC(=O)c1cc[n+]([O-])cc1	nt	-5	-5	-2	-2	7	-10
Cc1nc2ccccc2nc1CSc1nncs1	-13	-2	1	nt	3	nt	-2
N#C[C@H]1[C@H](c2ccccc2)[C@@H](CO)N1S(=O)(=O)c1cccc(F)c1	nt	-5	15	-2	-2	3	19
c1ccc(-c2csc(Nc3cccnc3)n2)cc1	nt	nt	0	1	nt	-11	nt
O=C(C[C@H]1C[C@H]2c3cc(NC(=O)Cc4ccncc4)ccc3O[C@H]2[C@H](CO)O1)NCCc1ccccc1	10[16.7 µM]	2	5	0	-4	0	6
CCSc1nnc(-c2cc(Br)ccc2N)c(=O)[nH]1	-6	1	-3	-4	nt	1	6
C[C@@H]1CCCCO[C@H](CN(C)Cc2ccc(C(F)(F)F)cc2)[C@H](C)CN([C@@H](C)CO)C(=O)c2cc(NS(=O)(=O)c3ccccc3)ccc2O1	-8[16.7 µM]	-4	4	5	-13	-1	nt
O=c1[nH]c(=O)c2nnc(N/N=C\c3ccc(O)cc3)nc2[nH]1	nt	nt	23	3	nt	2	nt
NCC[C@H]1CC[C@H](NS(=O)(=O)c2ccccc2F)[C@@H](CO)O1	3[16.7 µM]	4	6	9	46	-2	-2

Some of the entries above in a different format.
Compound | miR-122 sensor | esBAF inh | ARNT TACC3 PPI | SIRT5 block | Cneo AK release | ERp5 inh | C2C12 statin
Cc1nc2ccccc2nc1CSc1nncs1 | -13 | -2 | 1 | nt | 3 | nt | -2
N#C[C@H]1[C@H](c2ccccc2)[C@@H](CO)N1S(=O)(=O)c1cccc(F)c1 | nt | -5 | 15 | -2 | -2 | 3 | 19
c1ccc(-c2csc(Nc3cccnc3)n2)cc1 | nt | nt | 0 | 1 | nt | -11 | nt

(more compounds)
SMILES	miR-122 sensor	esBAF inh	ARNT TACC3 PPI	SIRT5 block	Cneo AK release	ERp5 inh	C2C12 statin
COC(=O)[C@@]1(C)[C@H]2C(=O)N(C)C(=O)[C@H]2[C@H]2CN=C(SCc3ccc(C#N)cc3)N21	-2	0	-3	0	4	4	-1
CCNC(=O)C1(C)CCCN1C(=O)c1cc(OC)c(OC)c(OC)c1 (configuration not stated)	-4	1	nt	nt	1	2	1
CCCCn1c(SCC(=O)Nc2ccc(NC(C)=O)cc2)nc2ccccc2c1=O	-3	2	-2	0	2	2	-7
CC(=O)c1cn(CC(=O)NCc2ccco2)c2ccccc12	-4	nt	-4	nt	-3	nt	18
CO[C@@H]1CN(C)C(=O)c2ccc(NC(=O)c3cccc(F)c3)cc2OC[C@@H](C)N(C(C)=O)C[C@@H]1C	12[16.7 µM]	-6	-8	0	1	7	-4
COc1ccc(C=C2C=C(C(C)(C)C)C(=O)C(C(C)(C)C)=C2)cc1OC	nt	-35	1	-6	-2	5	35
CC1C/C(=C\c2ccccc2[N+](=O)[O-])c2nc3ccccc3c(C(=O)O)c2C1 (configuration not stated)	nt	-7	-2	5	2	0	8
COC(=O)c1cccc(CSc2nnc(C)s2)c1	7	27	nt	nt	-2	nt	-11
CCOC(=O)c1oc2ccc(CNC(C)(C)C)c(Cl)c2c1C	-1	-6	-24	-1	-1	-4	5
CNC[C@@H]1OCCCC[C@H](C)Oc2ccc(NC(=O)Nc3ccc(C(F)(F)F)cc3)cc2C(=O)N([C@H](C)CO)C[C@@H]1C	-1[16.7 µM]	-8	nt	nt	nt	nt	-9
COc1ccc(S(=O)(=O)Nc2cccc3c2O[C@@H](CN(C)Cc2ccc(C(F)(F)F)cc2)[C@H](C)CN([C@@H](C)CO)C3=O)cc1	65[16.7 µM]	5	-8	5	-4	-13	nt
CCC(=O)c1ccc(OCC(=O)OCC(=O)NC2CCCCCC2)cc1	-6	nt	-1	-2	nt	7	nt
Cc1cc(=O)oc2c3c(cc(OCC(=O)NCC(=O)O)c12)OC(C)(C)CC3	-10	-1	8	-54	0	2	-18
O=C(c1ccccc1)c1ccc(COC(=O)c2cnccn2)cc1	nt	nt	-4	2	nt	3	nt
O=C(NCC1CCCO1)C1C2C=CC3(CN(Cc4cccs4)C(=O)C13)O2 (configuration not stated)	nt	-6	-2	nt	-1	nt	2
Cc1ccc(S(=O)(=O)N(C)C)cc1NC(=S)NCCCn1ccnc1	-4	7	9	0	-1	8	17
CC([NH2+][O-])C(C)(C)NO (configuration not stated)	-9	15	1	nt	0	nt	-1
COc1ccc(S(=O)(=O)N2CCc3cc4c(cc3C2C)OCCCO4)cc1 (configuration not stated)	nt	-1	0	2	-1	2	5

7 compounds picked at random from those above, as already listed:
SMILES	miR-122 sensor	esBAF inh	ARNT TACC3 PPI	SIRT5 block	Cneo AK release	ERp5 inh	C2C12 statin
O=C(Nc1nc(-c2ccccc2)cs1)c1cccc([N+](=O)[O-])c1	1	61*	11	nt	14	nt	-17
C[C@@H]1CCCCO[C@H](CN(C)Cc2ccc(C(F)(F)F)cc2)[C@H](C)CN([C@@H](C)CO)C(=O)c2cc(NS(=O)(=O)c3ccccc3)ccc2O1	-8[16.7 µM]	-4	4	5	-13	-1	nt
CC(=O)N1C[C@H]2[C@@H](c3ccccc31)[C@@H](CO)N2C(=O)c1ccc(F)cc1	25[16.7 µM]	2	4	-1	-1	1	4
Cc1ccccc1C(=O)NNC(=O)C12CC3CC(CC(C3)C1)C2	nt	nt	13	1	nt	-2	nt
CCOc1cc(CNCCO)cc(Br)c1OCc1cccs1	-8	nt	0	-1	nt	4	nt
CN1CCN(Cc2ccc(OCc3ccccc3)cc2)CC1	-6	7	-1	nt	0	nt	nt
CC(C)C(C(=O)Nc1nccs1)c1ccc(Cl)cc1 (configuration not stated)	-29	0	-5	-1	3	-10	-8

From PubChem BioAssay
